Source: PubChem
CHRM1 agonist = agonists of human M1 muscarinic receptor; CHO-K1 hM1, Fluo-8 calcium fluorescence, agonist mode; 0% DMSO, 100% acetylcholine EC100; activation, % at 3 µM; 360,000 tested, 0.33% active;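 active = activation above the run's mean compound activation plus 3 SD, cut at about 16% in these data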;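 also: peak over basal fluorescence ratio within a 140 s kinetic read after compound addition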
TAAR1 antagonist = human TAAR1 antagonism. Q96RJ0. CHO RD-HGA16 TAAR1, Fluo-8 calcium fluorescence, antagonist. inhibition, % at 3 µM. 360,000 tested, 1.5% active. AID 624466;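 active = inhibition above a per-plate cutoff, the mean inhibition of test compounds on that plate plus 3 SD, cut at about 49% in these data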;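 also: 0% = DMSO plus EC80 beta-PEA response and 100% = DMSO alone without agonist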
Target sequence (Q96RJ0 whole entry, looked up): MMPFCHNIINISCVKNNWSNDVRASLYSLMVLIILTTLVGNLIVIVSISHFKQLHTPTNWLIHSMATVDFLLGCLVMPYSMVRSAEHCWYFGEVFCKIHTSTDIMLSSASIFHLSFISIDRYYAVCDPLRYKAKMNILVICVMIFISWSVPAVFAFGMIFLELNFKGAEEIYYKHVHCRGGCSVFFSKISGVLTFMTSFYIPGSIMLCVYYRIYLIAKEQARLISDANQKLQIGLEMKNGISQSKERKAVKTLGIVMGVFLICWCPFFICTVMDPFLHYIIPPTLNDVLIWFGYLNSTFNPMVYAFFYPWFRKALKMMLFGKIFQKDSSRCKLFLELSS
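Assay system: CHO-derived RD-HGA16 cells stably expressing human TAAR1 plus Gα16. Timing: 140 s kinetic read after compound, 140 s after agonist. Technique: kinetic Fluo-8 calcium fluorescence measurement. Measure: % inhibition of agonist calcium response.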
OXTR potentiator = potentiates the human oxytocin receptor response | P30559 | CHO-OTR cells, Fluo-8 calcium fluorescence, potentiator mode; 0% = oxytocin EC15, 100% = EC100 | activation, % at 3 µM | 320,000 tested, 0.061% active | AID 2445;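 active = activation above that plate's cutoff, the mean activation of tested compounds plus 3 SD, cut at about 6.6% in these data, passing the limit was not always enough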;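 also: 100% uses oxytocin at 75 nM as the full agonist control; some results filed as inactive read as strong as hits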
Target sequence (P30559 whole entry, looked up): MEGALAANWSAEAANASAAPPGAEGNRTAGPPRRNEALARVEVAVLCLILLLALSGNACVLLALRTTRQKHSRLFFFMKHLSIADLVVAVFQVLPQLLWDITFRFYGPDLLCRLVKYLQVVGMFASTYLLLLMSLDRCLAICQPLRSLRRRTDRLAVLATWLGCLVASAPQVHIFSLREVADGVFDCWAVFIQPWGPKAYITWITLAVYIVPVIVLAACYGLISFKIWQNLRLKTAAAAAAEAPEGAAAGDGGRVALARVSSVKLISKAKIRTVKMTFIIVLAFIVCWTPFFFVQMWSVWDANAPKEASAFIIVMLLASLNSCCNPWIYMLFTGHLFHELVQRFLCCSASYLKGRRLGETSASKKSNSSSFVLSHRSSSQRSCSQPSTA
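Material: human OTR in CHO cells. Compound: 3.0 µM, one dose. Timing: compound 6 min at room temperature before oxytocin, 100 s read. Evaluation: % activation of max/min ratio relative to oxytocin controls. Replication: single well per compound, singlicate. Signal: Fluo-8 calcium dye fluorescence.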
CHO-K1 Ca antag = counter-screen for M1 antagonists: effect in parental CHO-K1 cells; AID 602250; 360,000 tested, 0.6% active; ATP-induced calcium, Fluo-8 fluorescence; inhibition, % at 3 µM;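 active = inhibition above a per-plate cutoff, the plate's mean sample inhibition plus 3 SD, cut at about 24% in these data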;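 also: 0% = DMSO plus EC80 ATP and 100% = DMSO alone without ATP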
M1 PAM parental = M1 PAM counterscreen hit in parental CHO-K1 cells; AID 602247; ATP EC20, Fluo-8 calcium fluorescence; 0% at ATP EC20, 100% at ATP max; activation, % at 3 µM; 360,000 tested, 0.02% active;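 active = activation above the run cutoff, the mean activation of all test compounds plus 3 SD, cut at about 40% in these data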;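 also: peak over basal fluorescence ratio in a 140 s read after ATP addition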
V1aR counter = counter-screen for oxytocin receptor agonists: human V1a receptor agonists. P37288. CHO-V1R cells, Fluo-8 calcium fluorescence, agonist mode; 0% DMSO, 100% 3 nM vasopressin. activation, % at 3 µM. 320,000 tested, 0.25% active;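 active = activation above the mean activation of all tested compounds plus 3 SD, per screening run, cut at about 20% in these data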;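 also: signal is peak over basal fluorescence ratio across a 100 second FLIPR read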
M1 ag parental = M1 agonist counterscreen hit in parental CHO-K1 cells | AID 602248 | Fluo-8 calcium fluorescence; scaled to maximal ATP response, vehicle zero | 360,000 tested, 0.48% active | activation, % at 3 µM; in the data active = activation above about 15%;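 also: untransfected CHO-K1 host cells lacking M1 receptor as counterscreen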
CHO parental Ca = signal in parental CHO cells, OX1R antagonist counter-screen; parental CHO-K1, ATP-induced calcium, Fluo-8 fluorescence; inhibition, % at 5.6 µM; 330,000 tested, 0.63% active;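 active = inhibition above that plate's mean sample inhibition plus 3 SD, cut at about 26% in these data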;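 also: 0% = ATP-challenged DMSO wells and 100% = DMSO wells without ATP; some compounds past the cut are filed as inactive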
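test system = CHO parental line | reagent = ATP stimulus | measured by = intracellular calcium via Fluo-8 no-wash fluorescent dye | control set = ATP and no-ATP DMSO wells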
TAAR1 agonist = agonists of human TAAR1; Q96RJ0; CHO RD-HGA16 TAAR1, Fluo-8 calcium fluorescence; vehicle wells 0%, saturating PEA agonist 100%; activation, % at 3 µM; 360,000 tested, 0.99% active; AID 624467;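 active = activation above the mean activation of all test compounds in the run plus 3 SD, cut at about 38% in these data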
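Assay system – CHO-derived RD-HGA16 cells with stable Gα16 and human TAAR1 · Compound dosing – one-point dosing at 3 µM (nominal) · Incubation – 17-24 h seeding, 75 min 37 °C dye, 30 min RT · Measured by – kinetic Fluo-8 calcium fluorescence · Control set – DMSO vehicle as 0%, PEA at EC100 as 100% · Repeats – single well for each compound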
* marks the source's active call; other numbers are inactive results; · = not tested or not shown. Outcome played no part in choosing rows; about 3.3% have a hit in one of these screens.

SMILES	CHRM1 agonist	TAAR1 antagonist	OXTR potentiator	CHO-K1 Ca antag	M1 PAM parental	V1aR counter	M1 ag parental	CHO parental Ca	TAAR1 agonist
O=C(NCc1n[nH]c(=S)n1-c1ccccc1)c1ccc(S(=O)(=O)N2CCOCC2)cc1	-5	10	-4	-11	20	0.6	0.5	4	0
CC(=O)N1CCN(S(=O)(=O)c2cccc(C(=O)NNC(=O)COc3c(C)cccc3C)c2)CC1	-1	-15	-4	-21	21	0.9	0.2	-13	5
COc1ccc2c(C)nc(N/C(N)=N/S(=O)(=O)c3ccc(C)cc3)nc2c1	-5	2	-6	-9	22	0.6	-0.2	-25	3
CCc1ccccc1N(C(=O)c1ccco1)C(C(=O)NC1CCCC1)c1cccnc1 (configuration not stated)	-3	-10	1	-1	17	0.7	1.1	-25	0
CCOC(=O)CNC(=O)Cn1cnc2c(nnn2-c2ccc(C)cc2)c1=O	-6	17	-5	-5	14	0.3	-1.2	-11	6
COc1ccc(NC(=O)C2=CC(c3ccc(OC)c(OC)c3)=NS(=O)(=O)N2C)cc1	3	52*	-10	0	10	6.7	8.7	4	15
O=C(c1ccccc1)C1OC1C(=O)c1ccccc1 (configuration not stated)	-3	1	·	18	-25	·	1.6	·	2
Cc1ccc(NC(=O)CCNS(=O)(=O)c2ccc(Br)cc2)cc1S(=O)(=O)N1CCOCC1	-7	-12	-3	0	-5	-0.5	1.2	-20	3
Cc1ccc(S(=O)(=O)N2CCNC(=O)C2)c(C)c1	0	-16	·	-4	5	·	1.2	·	2
COc1ccc(CCNC(=O)CSC2=NS(=O)(=O)c3cc(F)ccc3N2)cc1OC	-2	-3	·	-5	14	·	0.9	·	3
CN(C)S(=O)(=O)c1ccc(SCC(=O)N2CC(=O)Nc3ccccc32)nc1	-2	-8	-4	-1	7	0.8	6.0	1	1
CS(=O)(=O)N(Cc1ccccc1)c1ccccc1C(=O)O	-2	-4	-7	-3	18	0.6	0.9	-12	8
O=S(=O)(c1cccs1)N1CCC2(CC1)OCCN2S(=O)(=O)c1ccccc1	6	11	-11	10	-6	4.8	7.9	-8	9
C=CCNC(=O)c1ccccc1NS(=O)(=O)c1ccc(OC)c(C(=O)N2CCOCC2)c1	-1	1	-3	5	-6	0.7	0.9	1	2
O=C(CSc1nc(-c2ccccc2)cc(=O)[nH]1)Nc1ccc(F)c(F)c1	-6	8	-3	-7	6	2.1	0.1	-1	0
Cc1ccc(NC(=S)N(N)CCO)cc1	-3	-25	-7	-11	11	-0.7	0.3	-17	0
O=C1CSC(=S)N1/N=C/c1ccc(O)c(O)c1O	-3	·	-1	-4	9	0.0	1.4	-3	·
CC1(C(=O)NS(=O)(=O)c2cccc(C#N)c2)CCN1C(=O)c1ccccc1 (configuration not stated)	2	3	·	-13	12	·	0.9	·	0
O=C(Cc1csc(N2CCOCC2)n1)N/N=C/c1cccc(O)c1	-4	·	-5	-6	22	-0.4	2.2	11	·
Cc1cc(C(=O)Nc2c(C)nn(Cc3ccc(Cl)cc3)c2C)no1	-4	-12	-6	-6	7	-0.3	-0.1	-14	1
COc1ccc(/C=C2\COc3ccccc3C2=O)c(OC)c1	-6	7	-17	-15	22	0.9	0.0	-20	5
O=S(=O)(NCCN1CCOCC1)c1ccc(Cl)s1	-4	14	4	-12	14	0.5	9.6	-1	6
COc1cc(C2NC(=O)NC(C)=C2C(=O)OCc2ccccc2)ccc1O (configuration not stated)	0	-1	-2	-5	-5	-0.2	0.5	-5	4
Nc1ccc2c(c1)C(=O)N(CCCCCC(=O)O)C2	-3	-12	-19	-2	13	0.4	0.4	0	6
COc1cc(CN(CC2CCCO2)C(=O)c2ccco2)cc(OC)c1OC (configuration not stated)	-1	-9	-8	2	-21	2.3	1.6	-10	4
COc1ccc(-c2cnnc(N/N=C/c3ccc(O)c(OC)c3)n2)cc1	-1	39	-9	35*	-11	-1.5	1.2	-10	11
Cc1ccc(-c2nn(-c3ccccc3)cc2C(=O)NCCCN2CCCC2=O)cc1	-7	-7	6	-11	0	-0.7	0.7	-20	1
Cc1cccc(-c2noc(CNS(=O)(=O)c3ccccc3)n2)c1	-1	-8	0	0	-17	1.9	1.1	4	-1
COc1c(C)cc(Br)cc1C(=O)NCc1cccnc1	-2	4	-2	-45	24	-0.9	0.8	-4	8
O=C(CNC(=O)Cc1cccc2ccccc12)NCc1ccccc1F	0	11	-2	-6	-4	1.4	1.7	-21	-2
Nc1nc(SCc2nc3scc(-c4cccs4)c3c(=O)[nH]2)n[nH]1	-1	-5	7	-10	21	-0.1	2.3	-16	14
COc1ccc2c(c1)C(C)=CC(C)(C)N2C(=O)C(C)N1C(=O)c2ccccc2C1=O (configuration not stated)	-5	4	1	-12	13	-1.6	-0.5	-16	6
CC(=O)N/C(=C/C(C)C)c1ccccc1	5	5	-6	-2	-6	1.2	-0.2	-6	2
CCOC(=O)CN(Cc1sccc1C)C(=O)Nc1ccc(OCC)cc1	-9	19	-2	-5	15	-0.4	1.1	-15	1
CCn1cc(C(=O)Nc2ccc3c(c2)OCCO3)c2cc(OC)c(OC)cc2c1=O	-1	9	-4	-8	29	-1.3	4.1	-14	3
COc1ccc(OCC(O)CNC(=O)c2c(-c3ccccc3)noc2C)cc1 (configuration not stated)	0	-11	0	-2	-3	0.6	0.8	-8	0
Cn1cccc1C(=O)N/N=C/c1c(Cl)cccc1Cl	-4	1	0	-3	4	-0.1	0.9	-13	6
CC(C)(C)OC(=O)NCC1CCN(S(=O)(=O)Cc2ccccc2)CC1	0	-11	-14	-13	20	0.7	3.8	-4	8
COc1ccccc1CN1CCNC(=O)C1CC(=O)NCc1cn(C)nc1C (configuration not stated)	-9	-7	-7	-10	11	0.3	2.1	-4	13
CN(c1ccc(OCC(=O)OCC(=O)Nc2ccc([N+](=O)[O-])cc2)cc1)S(=O)(=O)c1cccs1	5	60*	·	-2	1	·	13	·	41*
CCCNC(=O)C1=C(C)C(=O)OC12CCC(C)CC2 (configuration not stated)	-1	-9	-2	2	12	0.2	0.2	-3	3
CC1CCc2nc(/C(C#N)=C/c3cccnc3)sc2C1 (configuration not stated)	-10	-9	-2	2	-1	1.4	0.0	-20	2
O=S(=O)(c1ccc(F)c(F)c1F)N1CCN(c2ncnc3sccc23)CC1	3	23	-9	-6	-4	12	8.3	19	6
COc1ccc(C(=O)NCC(=O)Nc2ccc(F)cc2)cc1OC	0	2	-2	-3	12	0.8	0.2	-4	1
Cc1n[nH]c(C)c1C(=O)CC1(O)C(=O)N(Cc2ccccc2)c2ccc(Br)cc21 (configuration not stated)	-4	-14	-12	13	-5	0.7	-0.1	-15	6
CC1(C)CC(=O)c2cc(C(=O)NCc3ccco3)c(=O)n(-c3ccccc3)c2C1	-2	-4	0	3	-2	-0.9	0.6	-4	0
CSc1nc(C)cc(/C=C\c2ccccc2)c1C#N	-2	9	-6	1	14	-1.0	0.2	-19	2
Cc1cc(C)c(NC(=O)c2ccc3nccnc3c2)c(C)c1	-1	-3	·	-2	10	·	0.3	·	0
Cn1c(=O)c2c(ncn2CC(=O)OCC(=O)NCc2ccc(F)cc2)n(C)c1=O	-4	-12	·	10	-8	·	0.2	·	1
O=C(C[n+]1ccc2ccccc2c1)c1ccc2ccc3ccccc3c2c1	·	-17	·	-1	5	·	2.8	·	2
CC1(C)C(=O)OC(c2cccn2-c2ccc([N+](=O)[O-])cc2)C(C)(C)C1=O (configuration not stated)	-10	-3	-4	-9	24	-0.9	1.0	-5	0
COC(=O)C1CCN(C(=O)CN(C)Cc2ccc(C(C)(C)C)cc2)CC1	-11	-4	-6	4	7	-0.1	0.2	-15	6
Oc1c(C=Nc2ccccc2)sc(=S)n1Cc1ccccc1	-7	41	-10	-3	0	-0.6	0.3	-4	1
CC(C)c1nc(SCC(=O)N2CCCCCC2)c2c(=O)n(C)c(=O)n(C)c2n1	-2	19	-9	-5	9	-1.3	3.5	-11	7
CC(Sc1nnc(-c2cc3ccccc3o2)n1-c1ccccc1)C(=O)O (configuration not stated)	-1	-13	-4	-13	24	0.5	0.2	-13	9
Cc1c(Br)cc(C(=O)NCc2ccco2)c(C)c1C	-7	4	0	-8	16	-1.6	0.6	-19	-1
O=C(Nc1cc2c3c(c1)CC(=O)N3CCC2)c1ccco1	-4	9	-3	-1	7	0.4	0.9	-17	1
COc1ccccc1N1CCN(C(=O)c2cc3c(-c4ccc(Cl)cc4)nn(C)c3s2)CC1	6	-1	-4	-13	22	0.3	0.1	-7	-1
COc1cccc(CN2C[C@]34C=C[C@@H](C[C@@H]3S2(=O)=O)O4)c1	-1	4	-4	-17	22	0.1	0.4	2	0
COc1ccc(Br)cc1-c1nc(C)c(C(C)=O)n1O	-3	2	-11	-1	6	-1.0	0.1	-27	3

Part of the list above, set out differently:
smiles,CHRM1 agonist,TAAR1 antagonist,OXTR potentiator,CHO-K1 Ca antag,M1 PAM parental,V1aR counter,M1 ag parental,CHO parental Ca,TAAR1 agonist
O=C(Nc1cc2c3c(c1)CC(=O)N3CCC2)c1ccco1,-4,9,-3,-1,7,0.4,0.9,-17,1
COc1ccccc1N1CCN(C(=O)c2cc3c(-c4ccc(Cl)cc4)nn(C)c3s2)CC1,6,-1,-4,-13,22,0.3,0.1,-7,-1
COc1cccc(CN2C[C@]34C=C[C@@H](C[C@@H]3S2(=O)=O)O4)c1,-1,4,-4,-17,22,0.1,0.4,2,0
COc1ccc(Br)cc1-c1nc(C)c(C(C)=O)n1O,-3,2,-11,-1,6,-1.0,0.1,-27,3

Other records
SMILES	CHRM1 agonist	TAAR1 antagonist	OXTR potentiator	CHO-K1 Ca antag	M1 PAM parental	V1aR counter	M1 ag parental	CHO parental Ca	TAAR1 agonist
Cc1cccc(CSCCNC(=S)Nc2ccccc2)c1	-8	7	-5	1	21	4.2	3.7	-20	7
CCOC(=O)CCc1c(C)nc2ncnn2c1C	-6	0	-17	1	13	0.2	0.3	-8	3
C[C@H]1CN([C@@H](C)CO)C(=O)c2cc(Br)cnc2O[C@H]1CN(C)Cc1ccc(Oc2ccccc2)cc1	-11	-25	·	-7	-5	·	-0.2	·	-1
COCCNC(=O)C(c1ccco1)N(C(=O)Cn1nnc2ccccc21)c1ccc(C)cc1C (configuration not stated)	-6	7	9	-9	14	0.5	0.7	-20	14
N#Cc1cccc(-n2nnnc2-c2ccc3c(c2)OCO3)c1	-4	0	-3	0	7	0.6	0.3	-4	0
CCN(CC)c1ccc2c(C)c(CO)c(=O)oc2c1	-13	13	2	-13	24	-0.4	-0.2	-9	3
Cc1onc(-c2c(Cl)cccc2Cl)c1C(=O)NCCc1ccc(S(N)(=O)=O)cc1	-5	-11	-1	-1	-2	-1.4	0.5	-5	5
